TIM10 inh: TIM10 yeast growth inhibition. S. cerevisiae TIM10 strain growth, BacTiter-Glo luminescence, 24 h. inhibition, % at 10 µM. 330,000 compounds, 1.4% hits. AID 463195;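 active = inhibition of 40% or more at the single tested concentration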;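 note: wild-type TIM10 isogenic control strain grown at permissive 25 °C; 0% = DMSO yeast wells and 100% = minimal medium wells without yeast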
MIN6 prolif: MIN6 beta-cell proliferation induction; proliferation, % at 10 µM; AID 2380; 330,000 compounds, 0.29% hits; MIN6 cells proliferation, ATPlite luminescence, 48 h; cells starved in 0.2% serum; 100% = growth in 10% serum;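 active = compounds whose signal lies at least 3.5 SD above the mean of all wells on their plate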;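 note: 0% = DMSO-treated cells in low-serum medium and 100% = 10% serum control; some compounds called inactive have numbers as strong as hits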
A3A deaminase: human APOBEC3A DNA deaminase inhibition. recombinant A3A, FAM/TAMRA ssDNA deamination fluorescence. inhibition, % at 20 µM. AID 493011. P31941. 330,000 compounds, 0.41% hits;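 active = at least 40% inhibition at 20 µM here, with at most 30% in a related deaminase screen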;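 note: plate controls were A3A with DMSO for no effect and wells lacking A3A enzyme for full effect; some results filed as inactive read as strong as hits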
tim10-1 inh: growth inhibitors of tim10-1 mutant yeast | 330,000 compounds, 2.2% hits | S. cerevisiae tim10-1 ts strain growth, BacTiter-Glo, 24 h | AID 463190 | inhibition, % at 20 µM;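 active = inhibition of at least 40%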;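 note: mutant grown at 25 °C; 0% = DMSO wells with yeast and 100% = wells holding no yeast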
APOBEC3G inh: APOBEC3G (human) deaminase inhibition. 330,000 compounds, 0.28% hits. recombinant A3G, ssDNA deamination FAM/TAMRA fluorescence. inhibition, % at 20 µM. AID 493012;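 active = inhibition of at least 40% at 20 µM, with no more than 30% in the related APOBEC3A deaminase screen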;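 note: plate controls were DMSO wells with A3G for no effect and wells lacking A3G enzyme for full effect; some compounds called inactive have numbers as strong as hits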
Target sequence (Q9HC16 whole entry, looked up): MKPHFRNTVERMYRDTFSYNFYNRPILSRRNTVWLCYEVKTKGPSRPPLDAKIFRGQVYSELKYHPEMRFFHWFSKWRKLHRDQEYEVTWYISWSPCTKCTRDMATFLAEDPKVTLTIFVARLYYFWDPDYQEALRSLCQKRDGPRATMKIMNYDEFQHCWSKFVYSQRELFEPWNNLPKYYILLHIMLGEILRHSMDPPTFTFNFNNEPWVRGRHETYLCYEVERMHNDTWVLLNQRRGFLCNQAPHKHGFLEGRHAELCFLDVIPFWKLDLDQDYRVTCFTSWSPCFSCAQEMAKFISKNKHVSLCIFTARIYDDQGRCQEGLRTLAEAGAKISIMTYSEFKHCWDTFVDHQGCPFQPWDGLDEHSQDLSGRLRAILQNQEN
mIAP activ: increases mouse intestinal alkaline phosphatase activity. muIAP, CDP-Star luminescence, 30 min; stronger effect = higher value; 1 = vehicle-only enzyme signal, 0 = enzyme-free wells. activation factor at 10 µM. AID 2805. 330,000 compounds, 0.24% hits;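 active = activation factor of at least 2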; note: the source names both 10 and 20 µM as test concentration; values of inactives mirror those of a sister screen read the other way
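System: mouse IAP enzyme. Reagent: CDP-Star chemiluminescent phosphatase substrate. Benchmarks: DMSO wells, no-enzyme wells. Times: 30 min enzyme-substrate-compound incubation at room temperature. Detection: luminescence from enzymatic CDP-Star hydrolysis. Doses: test compounds delivered from DMSO solution.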
NLRP3 yeast inh: NALP3 inhibition in yeast; 330,000 compounds, 0.39% hits; inhibition, % at 10 µM; Yeast reconstituted NLRP3/ASC/caspase-1, beta-gal luminescence, 24 h;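 active = inhibition of 50% or more; inactive = inhibition below 50%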;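 note: plate controls were induced DMSO wells for no effect and uninduced yeast grown without galactose for full effect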
mIAP inh: mouse IAP inhibition; purified mouse IAP, CDP-Star luminescence, 30 min; inhibition, % at 10 µM; 330,000 compounds, 0.2% hits;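 active = inhibition of at least 40% at 10 µM in the primary screen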;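 note: plate controls were DMSO with enzyme for no effect and no enzyme wells for full effect; values of inactives mirror those of a sister screen read the other way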
hIAP block: human IAP inhibition. purified IAP, CDP-Star luminescence, 30 min. inhibition, % at 10 µM. AID 2544. 330,000 compounds, 0.12% hits;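 active = inhibition reaching a set limit with compound at 10 µM in the primary screen, cut at about 35% in these data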;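 note: plate controls were DMSO wells with enzyme for no effect and no-enzyme buffer wells for full effect; values of inactives mirror those of a sister screen read the other way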
Target sequence (P09923 whole entry, looked up): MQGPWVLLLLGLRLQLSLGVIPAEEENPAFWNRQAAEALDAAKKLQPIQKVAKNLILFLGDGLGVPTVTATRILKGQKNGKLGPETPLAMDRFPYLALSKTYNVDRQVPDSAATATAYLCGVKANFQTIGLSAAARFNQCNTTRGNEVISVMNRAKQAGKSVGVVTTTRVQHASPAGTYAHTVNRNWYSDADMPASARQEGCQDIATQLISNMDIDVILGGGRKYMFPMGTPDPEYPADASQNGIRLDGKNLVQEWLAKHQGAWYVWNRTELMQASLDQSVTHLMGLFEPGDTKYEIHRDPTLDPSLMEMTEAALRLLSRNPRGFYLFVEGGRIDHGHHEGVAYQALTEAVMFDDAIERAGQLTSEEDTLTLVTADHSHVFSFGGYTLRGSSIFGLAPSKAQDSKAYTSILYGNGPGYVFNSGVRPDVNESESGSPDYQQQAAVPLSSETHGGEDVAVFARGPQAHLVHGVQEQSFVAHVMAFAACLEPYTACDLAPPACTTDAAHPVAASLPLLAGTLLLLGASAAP
Numbers without * were called inactive.

1: NC12CC3CC(CC(C3)C1)C2
2: COc1ccc(-c2ccc(C(C)=O)cc2)cc1[C@H]1[C@@H]2C=CCC[C@@]2(C)C(=O)N1Cc1ccccc1
3: O=C(C[C@H]1C(=O)N(Cc2ccccc2)C[C@@H]1Cc1ccccc1)Nc1ccccc1
4: O=C(O)CC(NC(=O)OCc1ccccc1)c1ccc(Br)cc1 (stereo not given)
5: Cc1cccc(C(=O)OCC(=O)Nc2c(C)n(C)n(-c3ccccc3)c2=O)c1
6: COc1cccc(N2CC(=O)Nc3c(oc4nc(-c5ccccc5)cc(C)c34)C2=O)c1
assay / compound | 1 | 2 | 3 | 4 | 5 | 6
TIM10 inh | 0 | 11 | 8 | -27 | -1 | 15
MIN6 prolif | -6 | -8 | -5 | -2 | 3 | 0
A3A deaminase | 1 | 3 | -2 | -1 | 0 | -4
tim10-1 inh | -13 | 25 | 18 | 12 | -23 | 2
APOBEC3G inh | -6 | -5 | -11 | -6 | -4 | -10
mIAP activ | 1 | 1 | 1.1 | 0.94 | 1 | 0.91
NLRP3 yeast inh | 14 | 14 | 6 | 23 | -4 | 19
mIAP inh | -4 | 0 | -12 | 6 | -2 | 9
hIAP block | 9 | 20 | 7 | -12 | 10 | 1

7: Cc1nc(N)nc(Nc2ccc(C#N)cc2)c1Br
8: CCOC(=O)C1CCCN(C(=O)c2ccc3oc(CCc4ccccc4)nc3c2)C1 (stereo not given)
9: Cc1ccc(CN2CCN(c3ncccn3)CC2)c(C)c1
10: Cc1cc(NC(=O)CCN2C(=O)C3C4CCC(C4)C3C2=O)c(C)cc1Br (stereo not given)
11: CCc1noc(C)c1C(=O)N1CCN(S(=O)(=O)c2ccc(Br)cc2Cl)CC1
12: CC1(C)Cc2cccc(OCC(=O)N3CCN(c4ccc([N+](=O)[O-])cc4)CC3)c2O1
assay / compound | 7 | 8 | 9 | 10 | 11 | 12
TIM10 inh | 5 | 10 | -4 | -1 | 11 | 17
MIN6 prolif | -3 | 2 | 0 | -1 | -4 | -1
A3A deaminase | 5 | -4 | -6 | -1 | -3 | 1
tim10-1 inh | 0 | 42* | 6 | 20 | 14 | 36
APOBEC3G inh | -2 | -5 | -11 | -4 | -8 | 6
mIAP activ | 0.92 | 1 | 1.1 | 0.98 | 0.96 | 0.92
NLRP3 yeast inh | 27 | 8 | 11 | 2 | 10 | 29
mIAP inh | 8 | -1 | -6 | 2 | 4 | 8
hIAP block | -4 | 3 | 9 | 8 | -16 | 20

13: COC(=O)CNC(=O)COC(=O)/C=C/c1ccc(F)cc1
14: Cc1ccc(NC(=O)c2cc(CC(C)C)nc3ccccc23)cc1
15: COCCCNC(=O)C(C)N1c2cccc3cccc(c23)S1(=O)=O (stereo not given)
16: Cc1oc(/N=C/c2ccc3c(c2)OCO3)c(C#N)c1C
17: COc1ccc(/C=C(\CC(=O)O)c2nc3ccccc3o2)cc1
18: CCCCNC(=O)CCn1c(=O)c2ccccc2n(Cc2ccccc2C)c1=O
assay / compound | 13 | 14 | 15 | 16 | 17 | 18
TIM10 inh | -1 | -20 | -6 | 5 | 11 | -2
MIN6 prolif | 0 | -2 | -3 | -3 | 1 | 0
A3A deaminase | 0 | -2 | 2 | -8 | 0 | -6
tim10-1 inh | 0 | -21 | 0 | 12 | 31 | 8
APOBEC3G inh | -9 | -5 | 12 | -7 | -5 | -3
mIAP activ | 1 | 0.98 | 1 | 0.96 | 1.1 | 1.1
NLRP3 yeast inh | 1 | 22 | 2 | -1 | -7 | -2
mIAP inh | 0 | 2 | -4 | 4 | -11 | -7
hIAP block | -10 | 14 | -21 | 0 | -13 | 21

19: O=C(NCCc1cccnc1)C1CCC(=O)N(Cc2ccc(Cl)cc2)C1 (stereo not given)
20: O=C(COC(=O)Cc1c(F)cccc1Cl)NNC(=O)c1ccccc1
21: CC(C)Oc1ccc(S(=O)(=O)N2CCCCC2)cc1NC(=O)CN1C(=O)NC(C)(c2ccccc2)C1=O (stereo not given)
22: COCCNC(=O)CN(C(=O)Cn1nnc2ccccc21)c1ccccc1C
23: CN(C)C(=O)[C@H]1C[C@H]1[C@@H](O)[C@H](CO)NC(=O)[C@H](Cc1ccccc1)NC(=O)OC(C)(C)C
24: COc1ccc2c(c1)OC13CCN(C)CC1C2C(C(=O)c1ccc(F)cc1)C(=O)N3 (stereo not given)
assay / compound | 19 | 20 | 21 | 22 | 23 | 24
TIM10 inh | 6 | 10 | 2 | -17 | -3 | -17
MIN6 prolif | -2 | 3 | 4 | -3 | -2 | -2
A3A deaminase | -1 | 1 | -3 | 1 | 6 | -5
tim10-1 inh | -10 | 8 | -10 | -4 | 7 | 27
APOBEC3G inh | 1 | 8 | -8 | 0 | 4 | -14
mIAP activ | 0.98 | 1 | 1.1 | 1.1 | 1.1 | 0.95
NLRP3 yeast inh | 11 | 15 | -13 | 8 | -1 | 14
mIAP inh | 2 | 0 | -11 | -8 | -9 | 4
hIAP block | -8 | 0 | 2 | -5 | 7 | -4

25: Cc1noc(C)c1CSc1ncnc2ccccc12
26: Oc1ccc(Cl)cc1C=Nc1ccccc1Br
27: Cc1cc(C)n2c(Br)c(CN3CCCC(C)C3)nc2n1 (stereo not given)
28: CCOc1cccc(C(=O)Nc2ccc(NC(=O)c3ccccc3)c(C)c2)c1
29: Cc1cc(N2CCCC2)n2nc(C)nc2n1
30: Cc1cc(NC(=O)C2C3C(=O)N(CC4CCCO4)C(C(=O)NCc4ccccc4)C34C=CC2(C)O4)no1 (stereo not given)
assay / compound | 25 | 26 | 27 | 28 | 29 | 30
TIM10 inh | -24 | -2 | 8 | -12 | 5 | -1
MIN6 prolif | -2 | -2 | -2 | -2 | 1 | 1
A3A deaminase | 0 | 2 | 1 | -4 | 3 | -17
tim10-1 inh | -12 | 1 | 12 | -10 | -1 | 14
APOBEC3G inh | 1 | 2 | 1 | -3 | -5 | -2
mIAP activ | 1 | 0.97 | 1 | 1.1 | 1.1 | 1
NLRP3 yeast inh | 34 | 9 | -2 | 26 | 9 | 6
mIAP inh | -2 | 3 | -2 | -6 | -14 | 0
hIAP block | -1 | 7 | -2 | -32 | -8 | 4

31: Cc1cccc(C)c1NC(=O)Cn1c(=O)n(CCC(=O)NCc2ccco2)c(=O)c2sccc21
32: CCOCN(C(=O)Cn1c(C(C)O)nc2ccccc21)c1c(C)cccc1CC (stereo not given)
33: COc1ccc(/C=C2\SC(=O)N(CC(=O)NC3CCS(=O)(=O)C3)C2=O)cc1 (stereo not given)
34: CCOc1ccc(C(C(=O)NC(C)(C)C)N(CCOC)C(=O)CCC(=O)Nc2nccs2)cc1 (stereo not given)
35: Cc1ccc2nc(Cl)c(CN(C(=O)c3cnccn3)C3CCCCC3)cc2c1
36: Cc1cc2ccccc2c(=O)n1CC(=O)NCC(=O)N(C)C1CCCCC1
assay / compound | 31 | 32 | 33 | 34 | 35 | 36
TIM10 inh | -4 | 10 | -21 | 9 | 41* | 9
MIN6 prolif | 2 | 2 | -1 | -1 | -4 | -1
A3A deaminase | -2 | -6 | -7 | -2 | -4 | 6
tim10-1 inh | -1 | 3 | -1 | -2 | 39 | 10
APOBEC3G inh | -7 | -12 | -6 | -7 | -5 | 2
mIAP activ | 1 | 0.98 | 1 | 1 | 0.9 | 1
NLRP3 yeast inh | 7 | 0 | 15 | 5 | 14 | 8
mIAP inh | -1 | 2 | -1 | -5 | 10 | 0
hIAP block | 11 | -6 | -28 | -14 | -22 | -16

Rewritten with tabs: 14 of the compounds above
cpd	molecule	TIM10 inh	MIN6 prolif	A3A deaminase	tim10-1 inh	APOBEC3G inh	mIAP activ	NLRP3 yeast inh	mIAP inh	hIAP block
23	CN(C)C(=O)[C@H]1C[C@H]1[C@@H](O)[C@H](CO)NC(=O)[C@H](Cc1ccccc1)NC(=O)OC(C)(C)C	-3	-2	6	7	4	1.1	-1	-9	7
24	COc1ccc2c(c1)OC13CCN(C)CC1C2C(C(=O)c1ccc(F)cc1)C(=O)N3 (stereo not given)	-17	-2	-5	27	-14	0.95	14	4	-4
25	Cc1noc(C)c1CSc1ncnc2ccccc12	-24	-2	0	-12	1	1	34	-2	-1
26	Oc1ccc(Cl)cc1C=Nc1ccccc1Br	-2	-2	2	1	2	0.97	9	3	7
27	Cc1cc(C)n2c(Br)c(CN3CCCC(C)C3)nc2n1 (stereo not given)	8	-2	1	12	1	1	-2	-2	-2
28	CCOc1cccc(C(=O)Nc2ccc(NC(=O)c3ccccc3)c(C)c2)c1	-12	-2	-4	-10	-3	1.1	26	-6	-32
29	Cc1cc(N2CCCC2)n2nc(C)nc2n1	5	1	3	-1	-5	1.1	9	-14	-8
30	Cc1cc(NC(=O)C2C3C(=O)N(CC4CCCO4)C(C(=O)NCc4ccccc4)C34C=CC2(C)O4)no1 (stereo not given)	-1	1	-17	14	-2	1	6	0	4
31	Cc1cccc(C)c1NC(=O)Cn1c(=O)n(CCC(=O)NCc2ccco2)c(=O)c2sccc21	-4	2	-2	-1	-7	1	7	-1	11
32	CCOCN(C(=O)Cn1c(C(C)O)nc2ccccc21)c1c(C)cccc1CC (stereo not given)	10	2	-6	3	-12	0.98	0	2	-6
33	COc1ccc(/C=C2\SC(=O)N(CC(=O)NC3CCS(=O)(=O)C3)C2=O)cc1 (stereo not given)	-21	-1	-7	-1	-6	1	15	-1	-28
34	CCOc1ccc(C(C(=O)NC(C)(C)C)N(CCOC)C(=O)CCC(=O)Nc2nccs2)cc1 (stereo not given)	9	-1	-2	-2	-7	1	5	-5	-14
35	Cc1ccc2nc(Cl)c(CN(C(=O)c3cnccn3)C3CCCCC3)cc2c1	41*	-4	-4	39	-5	0.9	14	10	-22
36	Cc1cc2ccccc2c(=O)n1CC(=O)NCC(=O)N(C)C1CCCCC1	9	-1	6	10	2	1	8	0	-16

Other structures.
37: Cc1ccc(C(=O)COC(=O)C(C)N2C(=O)C3C4C=CC(C4)C3C2=O)cc1C (stereo not given)
38: Cc1cccc(N2CCN(C(=O)COc3ccc4c(C)cc(=O)oc4c3C)CC2)c1C
39: CC1(C)CC2CC(C)(CN2C(=O)c2cc(-c3ccc(F)cc3)on2)C1 (stereo not given)
40: COc1ccc(NC(=O)C2CC(c3ccc(Cl)cc3)=NO2)cc1 (stereo not given)
41: CC(=O)N/C(=C\c1ccccc1)C(=O)OC/C=C/c1ccccc1
42: Cc1onc(-c2ccccc2Cl)c1C(=O)Nc1nnc(-c2cccc([N+](=O)[O-])c2)s1
43: O=C1CC(c2ccccc2)CC(O)=C1C=NCCN1CCN(C(=S)Nc2cccc(Cl)c2)CC1 (stereo not given)
44: Fc1ccc(-c2nnc(-n3nnc4ccccc43)c3ccccc23)cc1
assay / compound | 37 | 38 | 39 | 40 | 41 | 42 | 43 | 44
TIM10 inh | 10 | 18 | -2 | 1 | 1 | 13 | 15 | -3
MIN6 prolif | 1 | -3 | -2 | -3 | -3 | 2 | -2 | -3
A3A deaminase | -4 | -3 | -3 | -1 | -1 | -4 | -5 | 0
tim10-1 inh | 15 | 4 | -1 | -6 | 21 | 12 | 14 | 25
APOBEC3G inh | -7 | -4 | -7 | 0 | -6 | -10 | -6 | -1
mIAP activ | 0.99 | 0.87 | 1 | 1 | 0.99 | 0.85 | 0.93 | 1
NLRP3 yeast inh | -3 | 22 | 11 | 14 | -1 | 18 | 24 | 11
mIAP inh | 1 | 13 | -1 | 0 | 1 | 14 | 7 | -1
hIAP block | 5 | 11 | 0 | 17 | -1 | 16 | 9 | 5

Screens (PubChem)
